High-throughput results deposited in PubChem BioAssay by several laboratories.
EBV gp42 inh: inhibitors of Epstein-Barr virus glycoprotein 42; Q1HVG2; Fluorescence polarization binding assay, mP read-out; inhibition, % (tested at 21.74 µM); 0.42% of 220,000 active; AID 1085; in the data active = inhibition above about 50%
TRPML3 ag: human mucolipin-3 channel agonism; HEK293 TRPML3-YFP, Fluo-8 calcium fluorescence; 100% = the carbachol control signal; AID 1448; 0.29% of 220,000 active; Q8TDD5; activation, % at 3 µM;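 active = activation above its plate's cutoff, the mean activation of the plate's test wells plus 3 SD, cut at about 12% in these data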;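 also: 0% = DMSO only wells and 100% = carbachol wells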
Target sequence (Q8TDD5 whole entry, looked up): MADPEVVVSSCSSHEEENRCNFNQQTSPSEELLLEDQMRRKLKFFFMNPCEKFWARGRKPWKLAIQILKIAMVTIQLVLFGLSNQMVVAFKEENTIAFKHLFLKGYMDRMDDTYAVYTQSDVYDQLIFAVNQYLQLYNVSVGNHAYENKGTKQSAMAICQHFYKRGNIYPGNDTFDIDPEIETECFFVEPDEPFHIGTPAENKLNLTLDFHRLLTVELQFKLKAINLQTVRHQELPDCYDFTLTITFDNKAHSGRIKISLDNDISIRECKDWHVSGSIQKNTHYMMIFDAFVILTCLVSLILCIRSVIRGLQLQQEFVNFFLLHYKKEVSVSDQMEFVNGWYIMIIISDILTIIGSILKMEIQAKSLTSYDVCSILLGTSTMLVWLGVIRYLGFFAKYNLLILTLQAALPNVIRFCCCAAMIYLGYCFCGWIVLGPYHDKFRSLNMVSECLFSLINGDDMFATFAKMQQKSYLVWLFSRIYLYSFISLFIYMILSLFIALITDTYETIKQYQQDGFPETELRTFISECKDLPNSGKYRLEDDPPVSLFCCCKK
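Test system: TRPML3-YFP stable HEK293 cells. Doses: single point at 3 µM. Incubation: dye loading 1 h 37 °C then 30 min ambient, 125 s read. Signal: Fluo-8 calcium dye fluorescence, ex 470-495, em 515-575 nm. Measure: percent activation from peak-to-basal fluorescence ratio, scaled between DMSO and carbachol.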
Runt-SMMHC FRET: inhibitors of human RUNX1 Runt domain binding to CBFb-SMMHC; Q01196+Q13951; Cerulean-Runt/Venus-CBFb-SMMHC FRET ratio 530/480, 1 h; inhibition, % at 20 µM; 0.74% of 220,000 active; AID 1434;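 active = mean inhibition across duplicate retests at 20 µM reaching about 50%, limit read from the data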;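 also: 0% = DMSO wells and 100% = wells with excess untagged CBFb-SMMHC; inhibitors lower the FRET ratio by blocking Runt binding to CBFb-SMMHC; some results filed as inactive read as strong as hits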
zfTRPN1 agonist: agonists of zebrafish TRPN1 channel. activation, % at 3 µM. HEK293 zebrafish TRPN1-YFP, Fluo-8 calcium fluorescence; 100% = response to 87 µM carbachol. 0.18% of 220,000 active. AID 1424;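 active = activation above its plate's cutoff, the mean activation of test wells on that plate plus 3 SD, cut at about 19% in these data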;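 also: 0% = DMSO alone and 100% = 87 µM carbachol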
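Material: zebrafish TRPN1-YFP in HEK293 cells; Doses: single test compound dose, 3 µM nominal, 0.3% DMSO; Timing: dye loading 1 h at 37 °C, then 30 min room temperature; Technique: intracellular calcium fluorescence with Fluo-8; Benchmarks: high carbachol 87 µM, low DMSO alone.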
NCF1 inh: inhibitors of human p47phox binding | AID 1274 | inhibition, % at 24.7 µM | p47phox/p22phox peptide binding, fluorescence polarization, 2 h | P14598 | 0.53% of 220,000 active;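 active = inhibition above about 30%, limit read from the data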;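 also: 0% = p47phox with labelled peptide and 100% = labelled peptide alone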
Target sequence (P14598 whole entry, looked up): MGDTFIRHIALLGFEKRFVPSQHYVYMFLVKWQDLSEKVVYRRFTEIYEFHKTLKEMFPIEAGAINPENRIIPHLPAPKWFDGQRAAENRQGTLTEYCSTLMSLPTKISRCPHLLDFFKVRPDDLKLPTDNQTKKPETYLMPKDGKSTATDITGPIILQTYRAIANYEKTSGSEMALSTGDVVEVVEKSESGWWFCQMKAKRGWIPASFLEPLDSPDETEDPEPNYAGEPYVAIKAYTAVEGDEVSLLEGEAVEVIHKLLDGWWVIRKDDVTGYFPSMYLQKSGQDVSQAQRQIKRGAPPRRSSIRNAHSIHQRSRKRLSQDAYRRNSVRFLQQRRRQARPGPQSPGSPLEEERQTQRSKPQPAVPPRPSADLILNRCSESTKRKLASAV
TNF necrop inh: TNF-alpha cell death inhibition in Jurkat FADD-/- cells; Jurkat FADD-/- TNF necroptosis rescue, ATP luminescence, 24 h; 0 = TNF only, 100 = no-TNF cells; activation (protection from cell death), % at 10 µM; 0.068% of 220,000 active; AID 463075;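 active = activation, meaning protection from cell death, of at least 50% relative to plate controls; inactive = activation below 50%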;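 also: necroptosis triggered by 40 ng/mL TNF-alpha added together with compound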
CHOP inh: blocks CHOP induction under ER stress; CHO-K1 CHOP-promoter luciferase, tunicamycin-induced, 15-18 h; inhibition, % at 10 µM; 3.8% of 220,000 active; AID 2732;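 active = compounds that reduced the stress-induced luciferase reporter signal by more than about 70% of percent inhibition, limit read from the data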;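 also: 0% = tunicamycin plus vehicle and 100% = wells without tunicamycin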
PPC-1+TRAIL kill: PPC-1 cancer cell killing with TRAIL present | PPC-1 cells + TRAIL, ATPLite viability luminescence | cell killing (% activity), % at 4 µM | AID 1443 | 0.41% of 220,000 active;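 active = cell killing above 50% in the first pass at 4 µM, then a duplicate retest at 5 µM averaging 50% or more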;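 also: plate controls were cells with TRAIL plus DMSO for no effect and medium-only wells lacking cells for full effect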
MDM2 E3 inh: inhibitors of human Mdm2 E3 ubiquitin ligase | signal enhancement, % at 5 µM | 0.11% of 210,000 active | Q00987 | cell-based MDM2 ubiquitination luciferase reporter, 2 h; 0 = plate control, 100 = twice control, blank-subtracted;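 active = signal enhancement of 30% or more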;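 also: luminescence tracks abundance of the self-degrading MDM2-luciferase fusion protein; higher signal means inhibition of MDM2 E3 ligase activity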
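Test system: stable mammalian line carrying autodegrading MDM2–luciferase fusion reporter; quantity: 2000 cells in each well; times: 4 h cell settling then 2 h compound exposure, 37 °C; detection: luminescence with SteadyLite reagent, 15 min at room temperature; evaluation: percent signal gain over controls, blank-subtracted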
* = called active by the depositor; . = not tested or not shown.

Below each SMILES: EBV gp42 inh, TRPML3 ag, Runt-SMMHC FRET, zfTRPN1 agonist, NCF1 inh, TNF necrop inh, CHOP inh, PPC-1+TRAIL kill, MDM2 E3 inh
CN(CC(=O)NC1CCCCCCC1)S(=O)(=O)c1cnc[nH]1
  -16, 0.0, 2, -0.9, 2, 0.2, 19, 0, -9
Cc1c(C(C)C)c(=O)n(-c2ccc(S(=O)(=O)NC3CC3)cc2)n1C
  -11, 1.3, 3, 2.6, -3, 0.5, 24, 19, -5
Cc1cccc(N2CCN(C(=O)c3ccc(CNc4c(N5CCC(C)CC5)c(=O)c4=O)cc3)CC2)c1C
  14, 1.0, 2, 0.2, -6, -3.6, 52, ., -5
Cc1c(Cc2ccc3c(c2)OCO3)sc(NC(=O)c2cccc3ccccc23)c1C(N)=O
  -18, 0.7, 23, 0.0, -15, -1.6, -17, 6, .
CNC(=O)c1cccc(N2CCCC2=O)c1
  -14, 0.9, -5, -1.1, 0, 0.1, -32, 32, -14
Cn1cc(Br)c(C(=O)Nc2ncc(Br)s2)n1
  10, 0.7, 0, 0.2, -53, 3.4, -22, 19, -30
Cc1cc(NS(=O)(=O)c2ccc(NC(=O)C(CC(C)C)N3C(=O)c4ccccc4C3=O)cc2)nc(C)n1 (centres undefined)
  0, 1.3, -8, -0.3, -7, -1.1, -2, -19, -19
CCOc1ccccc1/C=N/NC(=O)c1ccc(Cn2cc([N+](=O)[O-])cn2)o1
  2, 1.1, -4, 2.8, -33, -0.6, 0, 20, -13
COc1cc2c3c(c1)/C(=C1/SC(NC(C)=O)=NC1=O)C(=O)N3C(C)(C)C=C2C
  -13, -0.3, 12, -0.1, 14, -2.6, 42, 8, 2
NNc1ccc(Cl)nn1
  -14, 0.5, -5, -1.4, 0, 2.9, 14, 15, -21
O=C(NCCCO)c1ccc2nc(-c3ccco3)c(-c3ccco3)nc2c1
  -6, 0.6, -27, 1.1, -3, -2.2, 6, 24, -6
Cc1nc(CNC(=O)CC2C(=O)NCCN2Cc2ccoc2)nc2c1CCCC2 (centres undefined)
  9, 0.9, 0, 3.0, -4, 0.5, 4, -9, -10
O=C(NNC1CC(=O)N(c2ccc(Cl)cc2)C1=O)c1ccccn1 (centres undefined)
  1, 1.1, -1, 0.2, 1, 1.0, 30, 18, 6
Cc1ccc(SCCNC(=S)Nc2ccc(C)cc2C)cc1
  -1, -0.2, -2, -2.5, 7, -7.8, 61, 10, 3
O=C(Nc1cccnc1)c1cc(-c2cccnc2)nc2ccc(Br)cc12
  4, 0.9, -5, 2.0, -20, -12, 20, 7, -10
Cc1cc(NC(=O)CSc2nc3ccccc3c(=O)n2C(C)c2ccccc2)no1 (centres undefined)
  -21, 0.4, 1, -1.2, -3, -0.4, 24, 16, -46
Cc1nn(-c2ccccc2)c2nc(C(F)(F)F)[nH]c(=O)c12
  -17, -0.8, -2, 1.1, -2, 1.3, -8, 10, -7
CCOC(=O)c1ccc(Nc2ncccc2[N+](=O)[O-])cc1
  -11, -0.2, -5, -0.1, -1, -1.1, 52, 15, -17
CCOC(=O)C1=C(C)NC(C)=C(C(=O)OCC)C1c1cccs1
  -4, -1.5, -2, -2.5, 3, 1.3, 12, -14, -5
O=C(Nc1cc(N2CCOCC2)ncn1)NC1(C(F)(F)F)Oc2ccccc2O1
  -25, -0.1, 0, 1.2, -19, -11, 63, 18, .
CCN(CC)C(=O)c1ccccc1NS(=O)(=O)c1ccc(C)cc1
  3, -0.1, 1, -1.3, -11, 1.2, 7, 8, 7
c1ccc2c(CSc3ncnc4nc[nH]c34)cccc2c1
  -9, 2.3, 3, 8.2, -14, -4.1, 36, 17, -10
CCOC(=O)Cc1csc(NC(=O)CSc2nncn2C)n1
  -1, 0.1, -8, 1.2, -5, -0.3, -4, 20, .
CCc1nn(C)c(-c2n[nH]c(=S)n2N)c1Cl
  -5, 0.4, 0, 0.0, -15, -1.1, 10, 2, -6
Cc1c(NC(=O)C2CCN(S(=O)(=O)c3ccc(Cl)cc3)CC2)c(=O)n(-c2ccccc2)n1C
  -13, 0.3, 2, 0.1, -14, -1.2, 6, 19, -6
NC(=O)C1CCN(c2nc(-c3ccccc3)nc3c2oc2ccccc23)CC1
  -16, 1.1, -2, 0.3, -3, -3.4, 42, 6, -17
Cc1cc(Oc2ccc(C#N)cc2)nc(NCc2ccccc2)n1
  -12, -0.7, -2, -0.9, -9, -0.9, 77*, 3, -24
c1ccc2c(CN3CCOCC3)csc2c1
  -3, 0.2, 1, -0.6, -4, 0.8, 24, 12, -3
O=C(Nc1ccc(O)cc1)c1cccc(Oc2ccc([N+](=O)[O-])cc2)c1
  -5, 0.8, ., 0.8, -8, -13, 56, ., 1
CCOc1ccc2nc(NS(=O)(=O)c3ccc4c(c3)n(C)c(=O)n4C)sc2c1
  -11, -0.4, 0, -0.4, -14, -0.6, -9, 42, -16
Cc1cc(-n2c(C)cc(C(=O)CSc3nnnn3-c3ccccc3)c2C)no1
  -5, 0.0, 0, 0.5, -71, -4.6, 32, -21, -20
C=CCn1c(SCC)nc2sc3c(c2c1=O)CCc1ccccc1-3
  -6, -0.9, 0, 0.2, -7, -4.5, 16, 0, -7
O=C(c1ccc(S(=O)(=O)N2CCc3ccccc3C2)cc1)N1CCCCC1
  -6, 2.1, -1, 3.1, -10, 1.5, 17, 15, -4
CCOC(=O)Cc1csc(NC(=O)CN(C)S(=O)(=O)c2cccc3cccnc23)n1
  -2, ., -2, ., -1, -1.8, -12, 6, -1
C=CCn1c(C(CC)CC(C)(C)O)n[nH]c1=S (centres undefined)
  -6, 0.8, 2, 0.9, 3, 0.2, 6, 12, 1
Cn1cnnc1SCc1nc(N)nc(Nc2ccccc2)n1
  3, 0.2, 2, 1.7, -10, -0.4, 23, 13, 1
COc1ccc(C)cc1NC(=O)C(NCC1CCCO1)c1ccccc1 (centres undefined)
  -5, 0.1, 1, -1.8, -2, 2.4, 0, 21, 9
O=C(CC(c1ccccc1)(c1ccccc1)c1ccccc1)N[C@@H](Cc1ccc(O)cc1)C(=O)O
  -5, 0.7, -28, -0.1, -19, 0.3, 32, 7, .
CCc1nc2c(sc3nc4c(cc32)COC(C)(C)C4)c(=O)n1CCN(CC)CC
  -1, 1.1, 0, 0.2, -3, -0.3, -7, 10, .
COc1ccc(CC(=S)N2CCOCC2)cc1F
  -14, 0.3, -1, 0.2, 5, 0.5, 8, 9, -1
O=C(Cc1ccccc1)Nc1ccccc1N1CCN(c2ccccc2)CC1
  -23, -0.5, -5, -0.8, -4, 0.2, 16, 8, -20
O=C(COc1ccccc1)Nc1ccc(Cl)c(-c2nc3ncccc3o2)c1
  -15, -0.4, -1, -0.5, -11, -1.2, -8, 15, -12
Cn1c(=O)c2ncn(CC(=O)NC3CCCCCC3)c2n(C)c1=O
  -1, 0.9, 5, -1.0, 0, 0.4, -5, 11, -6
O=[N+]([O-])c1ccc(-c2nn(-c3ccccc3)cc2/C=N/n2c(-c3cccs3)n[nH]c2=S)cc1
  4, 1.4, -5, 0.4, 3, -0.1, 102*, 15, -3
CCOC(=O)c1cc(C)sc1NC(=O)C1CCC1
  -10, 0.0, 4, 1.2, -12, -2.0, 38, 3, -17
CCOc1ccc(OCC)c(NC(=O)C2CCCN(S(=O)(=O)c3cccs3)C2)c1 (centres undefined)
  3, -1.4, 0, -1.6, 9, -1.0, 63, 17, -16
CCCCn1c(N)c(N(CC)C(=O)/C=C/c2ccco2)c(=O)[nH]c1=O
  -6, 0.9, 24, 0.6, -23, 0.5, 22, -21, -8
Cc1cccc(C(=O)Nc2cccc(OCC(=O)O)c2)c1
  -3, 0.1, 0, 0.5, 8, 0.1, 35, 17, -6
O=C(CCCSc1nnnn1-c1cccc2ccccc12)c1ccc(F)cc1
  -13, 1.4, -5, 1.8, -8, -0.4, 18, 3, -39
CCCC(=O)Nc1ccc(C(=O)NNC(=O)COc2ccc(Br)c(C)c2)cc1
  -16, 0.1, -2, 3.0, -7, 1.0, 63, 0, -14
O=C(NNc1ccc([N+](=O)[O-])cc1)c1ccccc1F
  -17, 0.6, -4, -1.4, -3, 4.2, 9, 24, -10
COc1ccc(S(=O)(=O)NCCOc2ccccc2)cc1C
  -2, 0.0, -2, 0.6, 6, 1.1, 2, 20, 2
O=C(O)COCC(=O)Nc1ccc2c(c1)CCC2
  -14, 0.6, -4, 1.5, -4, -0.2, 6, 23, 6
CC(=O)C1=C(O)CCCC1=NCc1nc2ccccc2[nH]1
  -4, 1.1, 0, -2.2, 4, 1.3, -21, 24, 7
Cc1csc(N/N=C/c2ccc(O)c([N+](=O)[O-])c2)n1
  -12, 0.3, 2, -0.4, -23, 12, 27, 4, 12
CCOC(=O)c1cc(-c2ccncc2)nc2c1c(C)nn2-c1ccccn1
  -6, -0.3, ., -0.2, -9, -12, 38, ., -21
Cc1ccnn1Cc1cc(C(=O)O)c2ccccc2n1
  -5, 0.8, 1, 0.3, 2, 0.1, 6, 7, -2
CCn1c(COc2ccc(=O)n(-c3ccccc3)n2)nnc1SCc1cccc(OC)c1
  -21, 0.3, 3, 1.8, -3, -0.6, 18, 9, -13
O=C1CSC(=NC2CCCCC2)N1
  -18, 1.0, -2, 0.1, -18, 1.6, 1, 3, -18
